# Apaf1 inhib = inhibitors of human Apaf-1 apoptosome | O14727 | reconstituted apoptosome caspase-3 activity, DEVD-Rh110 fluorescence | inhibition, % at 20 µM | 330,000 compounds, 0.71% hits | AID 489030; active means inhibition of at least 40% at 20 µM;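 further: plate controls were DMSO wells for no effect and DEVD-CHO caspase inhibitor wells for full effect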
#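 System – cell-free apoptosome with Apaf-1, procaspase-3 and caspase-9 · Buffer or medium – pH 7.5 Hepes buffer with CHAPS, BSA, DTT · Also added – cytochrome c with DEVD-Rh110 · Times – 30 min compound preincubation, 50 min activation, room temperature · Technique – Rh110 fluorescence intensity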
# SENP8 block-1 = SENP8 (human) protease inhibition; 360,000 compounds, 0.64% hits; AID 602440; recombinant SENP8, Nedd8 substrate fluorescence; inhibition, % at 20 µM; in the data active means inhibition mostly above about 40%, no sharp cut-off; inactive means mostly below about 27%
# Target sequence (Q96LD8 whole entry, looked up): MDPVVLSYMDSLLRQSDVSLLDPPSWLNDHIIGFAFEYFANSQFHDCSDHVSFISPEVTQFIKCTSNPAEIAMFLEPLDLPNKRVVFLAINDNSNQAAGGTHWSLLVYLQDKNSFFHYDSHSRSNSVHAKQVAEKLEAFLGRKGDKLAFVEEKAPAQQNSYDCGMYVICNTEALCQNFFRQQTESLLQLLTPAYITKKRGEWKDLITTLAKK
# SENP6 inh = inhibitors of human SENP6 protease. inhibition, % at 10 µM. 330,000 compounds, 1.8% hits. Q9GZR1. Recombinant SENP6 catalytic domain, aminoluciferin luminescence;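 active means inhibition above about 50% at the single tested dose, limit read from the data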;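 further: plate controls were DMSO wells with enzyme for no effect and DMSO wells lacking enzyme for full effect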
# SENP7 inh = SENP7 protease inhibition; Q9BQF6; recombinant SENP7, Z-RLRGG-aminoluciferin luminescence, 40 min; inhibition, % at 5 µM; 330,000 compounds, 1.5% hits; AID 434973;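 active means inhibition above about 50% at the single test dose, limit read from the data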;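 further: plate controls were DMSO with enzyme for no effect and no enzyme buffer wells for full effect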
# Target sequence (Q9BQF6 706-1050 limits assumed): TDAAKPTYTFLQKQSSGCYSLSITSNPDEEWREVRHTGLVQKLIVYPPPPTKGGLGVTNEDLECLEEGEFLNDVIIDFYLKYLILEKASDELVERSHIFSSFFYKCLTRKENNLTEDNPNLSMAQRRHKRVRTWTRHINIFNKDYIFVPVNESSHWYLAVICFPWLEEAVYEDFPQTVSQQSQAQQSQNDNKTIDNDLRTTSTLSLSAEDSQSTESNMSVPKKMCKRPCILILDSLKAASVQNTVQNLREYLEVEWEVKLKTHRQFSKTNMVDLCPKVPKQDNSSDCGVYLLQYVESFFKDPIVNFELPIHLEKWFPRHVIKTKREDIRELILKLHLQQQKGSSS
# A3G deaminase = APOBEC3G (human) deaminase inhibition. Q9HC16. recombinant A3G, ssDNA deamination FAM/TAMRA fluorescence. inhibition, % at 20 µM. 330,000 compounds, 0.28% hits;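 active means inhibition of at least 40% at 20 µM, with no more than 30% in the related APOBEC3A deaminase screen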;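 further: plate controls were DMSO wells with A3G for no effect and wells lacking A3G enzyme for full effect; some compounds called inactive have numbers as strong as hits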
# SENP8 block-2 = SENP8 protease inhibition | Q96LD8 | purified SENP8, Z-RLRGG-aminoluciferin cleavage, luminescence | inhibition, % at 10 µM | 330,000 compounds, 1.2% hits | AID 2540; in the data active means inhibition above about 50%
# SENP1 inh = blocks the human SENP1 SUMO protease catalytic domain | recombinant SENP1 catalytic domain, CyPet-SUMO1-YPet FRET cleavage | inhibition, % at 10 µM | 360,000 compounds, 0.21% hits;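 active means inhibition at least 30% at 10 µM, raw YFP signal under a set limit, fluorescence ratio 0.5 to 1.5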;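 further: 0% = enzyme with DMSO and 100% = no enzyme wells; some results filed as inactive read as strong as hits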
# Target sequence (Q9P0U3 419-644 limits assumed): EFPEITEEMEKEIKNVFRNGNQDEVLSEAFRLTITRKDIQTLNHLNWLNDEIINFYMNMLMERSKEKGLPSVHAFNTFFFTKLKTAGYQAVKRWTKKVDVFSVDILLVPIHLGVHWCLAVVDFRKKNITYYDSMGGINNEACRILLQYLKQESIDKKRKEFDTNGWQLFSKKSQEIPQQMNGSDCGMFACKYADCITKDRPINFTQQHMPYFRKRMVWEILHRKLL
#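 Test system: hSENP1 catalytic domain, recombinant; Amount: 20 pM final SENP1 enzyme; Medium: Tris pH 8 buffer plus EDTA, NaCl, BME, BSA, NP40, catalase; Schedule: 50 min enzyme reaction, room temperature, light-protected; Technique: FRET fluorescence in CFP and YFP emission channels; Controls: no-enzyme wells low, DMSO-plus-enzyme wells high control.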
# UBC13 inh = inhibitors of human UBC13 polyubiquitin chain formation; P61088; TR-FRET; inhibition, % at 20 µM; 330,000 compounds, 0.47% hits; AID 485273; in the data active means inhibition above about 45%, passing the limit was not always enough
# Target sequence (P61088 whole entry, looked up): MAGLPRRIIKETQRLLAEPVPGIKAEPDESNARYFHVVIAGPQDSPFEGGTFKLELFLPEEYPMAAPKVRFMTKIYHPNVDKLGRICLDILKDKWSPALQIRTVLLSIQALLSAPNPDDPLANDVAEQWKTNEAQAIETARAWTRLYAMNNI
# Starred values were filed as active, the others as inactive; i = inactive; . = not tested or not shown.
SMILES,Apaf1 inhib,SENP8 block-1,SENP6 inh,SENP7 inh,A3G deaminase,SENP8 block-2,SENP1 inh,UBC13 inh
Cc1ccnc(NC(=O)CCNC(=O)c2ccccc2Cl)c1,-11,4,4,-5,-9,1,1,1
O=C(CN(Cc1ccco1)C(=O)c1ccc(F)cc1)Nc1ccccc1Br,0,5,11,7,-8,2,-1,8
O=C(CCN1C(=O)c2ccccc2S1(=O)=O)N1CCN(c2ccc(F)cc2)CC1,8,6,-3,3,-9,-12,1,1
COc1cccc(=O)c2c(C)oc(C)c12,10,11,-1,-5,-4,0,1,-12
COc1ccc(NC(=O)Cn2c(=O)oc3cc(S(=O)(=O)N4CCCC4)ccc32)c(OC)c1,5,19,-23,-8,-15,-11,5,4
Fc1ccc2nc(Nc3nc4c(s3)CCCC4)sc2c1,23,-120,34,9,0,3,-22,12
CC12CC(NC(=O)N1CCc1ccccc1)c1ccccc1O2 (stereo not drawn),15,14,-4,7,-1,-2,2,1
CNc1ccc(Br)cc(C(=O)/C=C/c2cc(OC)ccc2OC)c1=O,27,-142,7,2,8,3,-5,-14
COc1ccccc1CNC(=O)COC(=O)c1ccc(NC(N)=O)cc1,-11,21,-15,-3,-9,-1,1,6
COc1ccc(/C=C(/NC(=O)c2ccc(Br)cc2)C(=O)N2CCOCC2)cc1,-11,-17,-19,10,0,-5,-1,-4
COc1ccc(S(=O)(=O)Nc2ccccc2C(=O)OC2CCCN(C)C2)cc1OC (stereo not drawn),6,-60,-13,-5,-1,-6,2,-3
COc1ccc(/C=N/NC(=O)CN(C)C(=O)OCc2ccccc2)cc1OC,6,5,-13,2,-2,-9,3,1
Cc1ccc(NC(=O)COC(=O)CN2C(=O)NC(C)(C)C2=O)cc1S(=O)(=O)N1CCOCC1,-19,1,9,4,-12,4,1,-2
O=c1cc(O)c2c(=O)n(-c3ccccc3)c3ccccc3c2o1,13,-66,-11,-4,28,6,-38,-2
Cc1ccc(NNC2CC(=O)N(c3cccc(Cl)c3)C2=O)cc1 (stereo not drawn),20,8,14,4,0,8,0,-7
Oc1ccc(-n2cnnn2)cc1,-2,25,2,3,-11,1,3,3
Cc1ccc(C)c(S(=O)(=O)N2CCN(c3ncnc4sccc34)CC2)c1,8,-18,-8,-5,-8,11,-40,13
CSc1cccc(CN2CCCC(CO)(Cc3cccc(Cl)c3)C2)c1 (stereo not drawn),20,1,-5,-1,-4,-5,-1,-12
O=C(COc1ccc(Br)cc1CO)Nc1ccccc1F,-8,15,5,-5,-8,-10,2,2
COc1c(C)cc(S(=O)(=O)N2CCCC2)c(C)c1C,-17,4,2,6,-5,0,1,18

# 14 neighbouring entries already listed, quoted:
SMILES,Apaf1 inhib,SENP8 block-1,SENP6 inh,SENP7 inh,A3G deaminase,SENP8 block-2,SENP1 inh,UBC13 inh
Cc1ccnc(NC(=O)CCNC(=O)c2ccccc2Cl)c1,-11,4,4,-5,-9,1,1,1
O=C(CN(Cc1ccco1)C(=O)c1ccc(F)cc1)Nc1ccccc1Br,0,5,11,7,-8,2,-1,8
O=C(CCN1C(=O)c2ccccc2S1(=O)=O)N1CCN(c2ccc(F)cc2)CC1,8,6,-3,3,-9,-12,1,1
COc1cccc(=O)c2c(C)oc(C)c12,10,11,-1,-5,-4,0,1,-12
COc1ccc(NC(=O)Cn2c(=O)oc3cc(S(=O)(=O)N4CCCC4)ccc32)c(OC)c1,5,19,-23,-8,-15,-11,5,4
Fc1ccc2nc(Nc3nc4c(s3)CCCC4)sc2c1,23,-120,34,9,0,3,-22,12
CC12CC(NC(=O)N1CCc1ccccc1)c1ccccc1O2 (stereo not drawn),15,14,-4,7,-1,-2,2,1
CNc1ccc(Br)cc(C(=O)/C=C/c2cc(OC)ccc2OC)c1=O,27,-142,7,2,8,3,-5,-14
COc1ccccc1CNC(=O)COC(=O)c1ccc(NC(N)=O)cc1,-11,21,-15,-3,-9,-1,1,6
COc1ccc(/C=C(/NC(=O)c2ccc(Br)cc2)C(=O)N2CCOCC2)cc1,-11,-17,-19,10,0,-5,-1,-4
COc1ccc(S(=O)(=O)Nc2ccccc2C(=O)OC2CCCN(C)C2)cc1OC (stereo not drawn),6,-60,-13,-5,-1,-6,2,-3
COc1ccc(/C=N/NC(=O)CN(C)C(=O)OCc2ccccc2)cc1OC,6,5,-13,2,-2,-9,3,1
Cc1ccc(NC(=O)COC(=O)CN2C(=O)NC(C)(C)C2=O)cc1S(=O)(=O)N1CCOCC1,-19,1,9,4,-12,4,1,-2
O=c1cc(O)c2c(=O)n(-c3ccccc3)c3ccccc3c2o1,13,-66,-11,-4,28,6,-38,-2

# Going on with the list.
SMILES,Apaf1 inhib,SENP8 block-1,SENP6 inh,SENP7 inh,A3G deaminase,SENP8 block-2,SENP1 inh,UBC13 inh
O=C(CSc1ncccn1)N/N=C/c1ccc2c(c1)OCO2,-4,-2,21,-5,0,12,2,-1
COc1cc(-c2nc(CCNC(=O)c3ccco3)cs2)cc(OC)c1OC,2,-304,4,-4,1,0,-1,8
COc1ccc(C(c2c(NC(=O)c3ccccc3)sc(C)c2C)N2CCN(CCO)CC2)cc1 (stereo not drawn),13,13,13,1,-4,2,2,9
O=C(CN1CCOCCOCCOCC1)Nc1ccccc1,-13,6,10,6,-4,6,3,1
COC(=O)COc1c(Cl)cc(Cl)c2ccc(C)nc12,-1,-5,19,0,0,6,0,10
Cc1ccc(NS(=O)(=O)c2ccc(NC(=O)c3ccccc3C(=O)O)cc2)c(C)c1,2,7,-12,-11,10,-5,0,-14
Cc1c(NC2=C(Cl)C(=O)N(c3ccccc3)C2=O)c(=O)n(-c2ccccc2)n1C,17,25,18,8,-6,2,15,0
O=c1[nH]n(-c2ncnc3c2cnn3-c2ccccc2)c(=O)c2ccccc12,9,12,27,6,-2,7,1,0
O=C(CCc1ccccc1F)N1CCN(c2ccc(C(F)(F)F)cn2)CC1,9,-12,-14,-5,-8,3,0,2
CCc1cc(C(=O)OC)c(NC(=O)CN2CCN(C(=O)C3CCCO3)CC2)s1 (stereo not drawn),1,-4,0,5,-2,13,1,-14
O=[N+]([O-])c1cccc(S(=O)(=O)[N-]c2nc3ccccc3nc2-n2cc[n+](Cc3ccccc3)c2)c1,6,7,-13,-9,-1,-3,-10,1
O=C(CSc1nnc(-c2ccncc2)n1-c1ccccc1)NC1CC1,-6,7,-13,2,14,9,2,-9
COC(C)(C)[C@]12CC(O)(C(C)C)ON1[C@H]1CCCCC1N2O (stereo partly drawn),4,34,-10,-9,-1,-6,4,-7
Cc1c(C(=O)N2CCCCC2)c(S(=O)(=O)N(C)Cc2ccco2)c(C)n1C,-6,13,-3,2,-9,4,1,6
Cc1ccccc1S(=O)(=O)Cc1ccc(C(=O)N2CC(C)CC(C)C2)o1 (stereo not drawn),8,8,1,4,-5,5,-3,5
CC(C(=O)NCC1CCCCC1)N1CCN(S(=O)(=O)c2cccs2)CC1 (stereo not drawn),12,-2,-3,16,-7,-5,-3,-1
Cc1cccc(OCC(=O)O/N=C(\N)c2ccncc2)c1,0,7,0,1,-7,5,0,6
CN(C)S(=O)(=O)c1ccc2oc(SCC(=O)Nc3ccccc3F)nc2c1,61*,2,-8,11,-4,-4,1,2
CC(C)[C@H](Nc1nc(-c2ccccc2)nc2c1oc1ccccc12)C(=O)O,2,9,11,-5,-2,9,-2,-3
COc1ccc(Cl)cc1S(=O)(=O)NC(C)C(=O)NCc1ccncc1 (stereo not drawn),0,10,-19,-1,-4,-2,0,-5
CC1CCc2sc(C(=O)NNC(=S)NC3CC3)cc2C1 (stereo not drawn),14,-41,5,-8,-6,-1,0,-9
CCc1cc(C(=O)N(Cc2ccccc2)c2c(N)n(CCOC)c(=O)[nH]c2=O)sc1C,4,-1,16,-2,-7,3,1,-4
CCC(=NC1CC(C)(C)NC(C)(C)C1)C1=C(O)CC(C)(C)CC1=O,-14,19,-5,-2,-3,-1,2,4
CC(C)(CC(=O)O)CC(=O)N1CCN(c2cc(C(F)(F)F)nc3ccccc23)CC1,0,5,-26,-5,-8,-16,0,-3
COc1ccc(/C=C(/NC(=O)c2ccco2)C(=O)N2CCCCCC2)cc1OC,0,-5,-14,16,-3,-10,-1,-14
NC(=O)C1CCN(C(=O)c2cc(-c3ccc(Cl)s3)nc3ccccc23)CC1,2,i,-7,8,-9,8,-60,37
O=C(OCc1nnc(-c2ccc(Cl)cc2)o1)c1ccc(=O)n(Cc2ccccc2)n1,7,6,-6,-2,-2,-5,-1,-4
Cc1cnc(NS(=O)(=O)c2ccc(Cl)cc2)c(Br)c1,-5,1,11,-1,-10,-5,1,3
COC(=O)c1cn(NC(=O)c2ccc(OC)c([N+](=O)[O-])c2)c(=O)c2ccccc12,12,19,-16,-8,-5,-11,-1,-7
Cc1nn(-c2ccc(F)cc2)c(C)c1CN1CCN(CCc2ccccc2)C(CCO)C1 (stereo not drawn),-13,12,-16,7,-4,5,0,5
COc1cccc(-c2c(C(=O)N/N=C(\C)c3ccc(Cl)s3)nnn2-c2nonc2N)c1,14,5,0,-10,-5,-9,2,-18
CCOC(=O)CNc1nc(C#N)nc(N2CCOCC2)n1,-8,14,-3,5,-3,5,-1,2
O=C(COc1ccc(Br)cc1)Nc1cc(S(=O)(=O)N2CCCCC2)ccc1N1CCCCC1,12,21,-15,3,-6,-7,-2,-5
CCOC(=O)c1c(C)[nH]c(C(=O)CN(C)CC(=O)Nc2ccccc2Cl)c1C,20,3,0,4,-2,-3,-1,20
Cc1ccc(N2C(=O)c3ccccc3C2Nc2ccc(S(=O)(=O)N3CCOCC3)cc2)nc1 (stereo not drawn),7,6,-4,5,6,2,1,-2
CCN(CC)C(=O)C(=O)c1cccn1-c1c(Cl)cccc1C#N,-12,28,5,10,-2,6,-8,5
CCOC(=O)c1c2c(n(C)c1COC)C(=O)C(=O)c1ccc(Br)cc1-2,97*,.,96*,95*,1,97*,.,-56
O=C(CCN1C(=O)C2C3CCC(C3)C2C1=O)OCC(=O)c1ccccc1 (stereo not drawn),-3,14,-9,1,-7,-9,2,5
CCOC(=O)N1CCN(c2c(N3CCN(c4ccccn4)CC3)c(=O)c2=O)CC1,6,3,-1,1,-7,3,3,-16
COC(=O)C1=C(C(=O)OC)[C@@H]2N(Cc3ccccc3)c3ccccc3[C@@]23C[C@@H](C(=O)OC)N(C(=O)c2cc(C)oc2C)C3=N1,11,-2,-11,7,-6,1,2,-7
S=c1nc[nH]c2c1cnn2Cc1ccccc1,-1,1,15,13,-1,-1,-1,40
CC1(C)Cc2c(sc3nnn(CC(=O)Nc4ccccc4)c(=O)c23)CO1,2,18,6,-2,0,-4,2,1
O=C(OCn1nnc2ccccc2c1=O)c1cn(-c2ccccc2)nc1-c1cccnc1,31,-15,0,-16,3,-9,5,-1

# With a hit mark in SENP7 inh, among the entries above:
Compound | SENP8 block-1 | SENP6 inh | SENP7 inh | A3G deaminase | SENP1 inh | UBC13 inh
CCOC(=O)c1c2c(n(C)c1COC)C(=O)C(=O)c1ccc(Br)cc1-2 | . | 96* | 95* | 1 | . | -56

# Hits appear at their usual frequency. Share with any hit: about 3.6%.
